Screens (PubChem BioAssay)
GPR55 LPI antagonism: GPR55 antagonists blocking LPI-driven arrestin recruitment, primary screen, imaging, U2OS, beta-arrestin-GFP, LPI agonist (AID 2013). hit rate 0.13% among 290,000. inhibition, % at 10 µM; hits with a dose series show IC50 in µM. U2OS GPR55 beta-arrestin-GFP translocation imaging, LPI antagonism; higher % means a stronger effect. G-protein coupled receptor 55 (Homo sapiens);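 active = spots per cell inhibited over 60%, with over 100 cells counted and total cytoplasm intensity under 500,000; inconclusive = wells with under 100 cells, flagged as likely toxic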;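 note: U2OS cells stably carrying GPR55 and arrestin-GFP stimulated by 5 µM LPI near EC80; imaged beta-arrestin-GFP aggregate spots per cell after agonist stimulation; plate controls were LPI-stimulated DMSO wells for no effect and DMSO wells without LPI for full effect; some results filed as inactive read as strong as hits; confirmed hits need IC50 under 10 µM and bright autofluorescent wells are also inconclusive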
GPR35 arrestin U2OS: GPR35 antagonists blocking zaprinast-driven arrestin recruitment, primary screen, imaging, U2OS, beta-arrestin-GFP, zaprinast agonist (AID 2058) | G-protein coupled receptor 35 (Homo sapiens) | U2OS GPR35 beta-arrestin-GFP translocation imaging, zaprinast antagonism; higher % means a stronger effect | inhibition, % at 10 µM; hits with a dose series show IC50 in µM | hit rate 0.052% among 290,000;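 active = inhibition of at least 50% with at least 30 cells and total cytoplasm GFP at most 10,000,000; inconclusive = under 30 cells or total GFP of 10,000,000 plus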
AID2073: inhibitors of Mint1-CaV2.2 protein interaction, biochemical, HTRF (AID 2073) | hit rate 0.19% among 290,000 | Voltage-dependent N-type calcium channel subunit alpha-1B (Homo sapiens) | inhibition, % at 20 µM; hits with a dose series show IC50 in µM | HTRF protein-protein interaction, Mint1-CaV2.2; higher % means a stronger effect; in the data active = inhibition mostly above about 51%, no sharp cut-off; inconclusive = no clear call, values can overlap the other calls; inactive = mostly below about 53%; note: some results filed as inactive read as strong as hits
NOD1 inhibition: NOD1 signaling inhibitors, primary screen, cell-based, luminescence, uHTS (AID 1578) | one-dose inhibition, % at 4 µM; EC50 in µM for titrated hits | hit rate 1% among 290,000 | NOD1-driven NF-kB luciferase reporter cells, luminescence; higher % means a stronger effect; in the data active = inhibition mostly above about 36%, no sharp cut-off; inactive = mostly below about 34%;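 note: HEK-293T reporter cells stimulated with the NOD1 agonist gamma-tri-DAP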
HIV fusion peptide: inhibitors of HIV fusion peptide binding, primary screen, biochemical, uHTS, fluorescence dequenching (AID 1986) | cell-free peptide binding, fluorescence dequenching, 30 min; higher % means a stronger effect | hit rate 0.3% among 290,000 | one-dose inhibition, % at 20 µM; IC50 in µM for titrated hits; in the data active = inhibition mostly above about 52%, no sharp cut-off; inactive = mostly below about 76%; note: some results filed as inactive read as strong as hits
SIAH1 antagonists: Siah-1 peptide-binding antagonists, primary screen, biochemical, fluorescence polarization, rhodamine-plectin, uHTS (AID 1817); hit rate 0.02% among 290,000; E3 ubiquitin-protein ligase SIAH1 (Homo sapiens); one-dose displacement, % at 20 µM; IC50 in µM for titrated hits; Siah-1 / rhodamine-plectin peptide fluorescence polarization; higher % means a stronger effect;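 active = displacement of at least 50% at 20 µM, with a fluorescence ratio check between 0.3 and a set limit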;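 note: plate controls were Siah plus tracer with DMSO for no effect and tracer alone without Siah for full effect; strong numbers were not always called active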
KOR beta-arrestin-1: KOR antagonists, beta-arrestin recruitment, cell-based, luminescence, uHTS (AID 1778). Kappa-type opioid receptor (Homo sapiens). inhibition, % at 10 µM; hits with a dose series show IC50 in µM. hit rate 0.091% among 290,000. KOR beta-arrestin recruitment, luminescence, antagonist mode; higher % means a stronger effect; in the data active = inhibition above about 50%; note: strong numbers were not always called active
KOR beta-arrestin-2: KOR agonists, beta-arrestin recruitment, primary screen, cell-based, luminescence, uHTS (AID 1777); Kappa-type opioid receptor (Homo sapiens); KOR beta-arrestin recruitment, luminescence; higher % means a stronger effect; activation, % at 10 µM; hits with a dose series show EC50 in µM; hit rate 0.02% among 280,000; in the data active = activation above about 50%, passing the limit was not always enough; note: a part of the inactive calls stands beside numbers as strong as those of hits
GPR55 beta-arrestin: GPR55 agonists via beta-arrestin recruitment, primary screen, imaging, U2OS cells, beta-arrestin-GFP redistribution (AID 1961). G-protein coupled receptor 55 (Homo sapiens). U2OS GPR55 beta-arrestin-GFP redistribution imaging; higher % means a stronger effect. activation, % at 10 µM; hits with a dose series show EC50 in µM. hit rate 0.048% among 290,000;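 active = activation above 40% with more than 50 cells counted in the well; inconclusive = wells holding fewer than 50 cells, flagged as toxic or sparse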;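 note: U2OS osteosarcoma cells stably expressing GPR55 and beta-arrestin-GFP; plate controls were DMSO negative control for no effect and LPI positive control for full effect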
* hit, by the source's call; ? = inconclusive; · = no result given; [ ] = dose if it differs, or a comment.

SMILES | GPR55 LPI antagonism | GPR35 arrestin U2OS | AID2073 | NOD1 inhibition | HIV fusion peptide | SIAH1 antagonists | KOR beta-arrestin-1 | KOR beta-arrestin-2 | GPR55 beta-arrestin
Cc1c(CCC(=O)O)c(=O)oc2cc(OCc3ccccc3F)ccc12 | 11.9% | -2.1% | 5.3% | -0.1% | 3.3% | 3.4% | 10.0% | -4.3% | 0.2%
CC1CC(=O)N(CC(=O)Nc2ccc(F)cc2F)c2ccccc2S1(=O)=O (configuration not stated) | 11.6% | -8.7% | 11.9% | -23.8% | -0.2% | 1.4% | 30.0% | 1.7% | -0.1%
CCOC(=O)NC(Nc1sc2c(c1C(=O)OC)CCN(C)C2)(C(F)(F)F)C(F)(F)F | 7.6% | 4.1% | -3.9% | -15.5% | 1.0% | 0.5% | -5.1% | -0.4% | -0.2%
Cc1sc2nc(-c3ccc(Br)cc3)oc(=O)c2c1C | -9.3% | 0.7% | 33.5% | -58.8% | -1.5% | -2.3% | 7.1% | -0.2% | -0.1%
OC(CNc1ccccc1)COc1ccc(OCC(O)CNc2ccccc2)cc1 (configuration not stated) | 12.6% | -15.3% | 6.2% | -11.3% | 1.7% | 6.7% | -22.4% | 4.7% | 0.0%
Clc1cccc(Cl)c1CSc1nnc(-c2ccncc2)s1 | 13.3% | 6.5% | -8.6% | 0.4% | -0.6% | -2.9% | -197.9% | 34.6% | -0.1%
C/C(CCC12CC3CC(CC(C3)C1)C2)=N\NC(N)=S | 3.9% | 6.0% | -2.1% | -42.8% | 3.2% | 0.3% | -43.7% | 6.0% | 0.0%
COc1cccc(-c2nnc3sc(-c4ccc(Cl)cc4)nn23)c1 | 15.0% | -9.1% | -5.2% | 7.5% | -1.6% | 2.8% | 10.0% | -4.4% | -0.2%
CC1(C)Cc2c(cnn2-c2ccc(F)cc2)C(NC(=O)c2ccoc2)C1 (configuration not stated) | 11.8% | -12.1% | 8.8% | -17.2% | 1.0% | -0.5% | -0.3% | -0.6% | -0.1%
C#CC[N+](C)(C)CC#Cc1ccc(C)cc1 | -5.8% | 4.7% | -8.3% | -44.0% | 0.6% | 4.9% | -9.3% | -2.9% | -0.3%
O=C(CN1c2cccc3cccc(c23)S1(=O)=O)Nc1ccc(S(=O)(=O)N2CCOCC2)cc1 | 1.4% | 6.1% | 22.2% | -15.7% | 5.0% | -8.1% | 16.4% | 3.1% | 0.5%
CCOC(=O)N1CCN(C(=O)c2cc3cc(F)ccc3[nH]2)CC1 | -9.3% | -0.2% | 10.8% | -10.1% | -1.6% | -5.4% | 14.1% | -1.9% | -0.3%
S=c1[nH]ncn2c1cc1oc3ccccc3c12 | 2.3% | 0.1% | ? | -17.4% | -2.0% | 3.5% | -14.4% | -2.5% | 3.9%
CCOc1ccc(OCC)c(NC(=O)CCn2cccc2)c1 | -12.4% | 24.1% | -4.5% | 2.0% | 2.5% | -0.3% | 8.9% | -1.5% | -0.1%
O=C(COc1ccccc1Cl)N1CCCCCCC1 | 10.3% | 2.9% | 2.3% | 16.6% | 1.0% | -5.4% | -20.8%[20 µM] | -2.9% | 0.3%
CCOC(=O)C1(Cc2ccccc2C(F)(F)F)CCN(C(C)CSC)CC1 (configuration not stated) | 22.4% | 23.8% | 1.1% | -9.5% | 0.5% | 4.2% | -10.9% | -2.4% | -0.1%
CC(=O)c1ccc(N2CCN(C(=O)CCNC(=O)Cn3ccc4ccccc4c3=O)CC2)cc1 | 2.8% | 2.3% | 13.9% | -4.9% | 0.0% | 2.7% | -48.2% | 5.3% | 0.3%
O=C(O)CCC(=O)N1N=C(c2c(-c3ccccc3)c3cc(Cl)ccc3[nH]c2=O)CC1c1cccs1 (configuration not stated) | 11.1% | -7.9% | -4.3% | -5.9% | 8.6% | 5.5% | -46.3% | 0.8% | 1.9%
Cc1cccc(OCCCn2c(=O)sc3ccccc32)c1 | 11.9% | -18.1% | 4.5% | -69.3% | -0.3% | -3.0% | 14.5% | -2.1% | 0.0%
CCOC(=O)c1c(C)[nH]c(C(=O)CSc2nnc(Nc3ccccc3F)s2)c1C | -4.0% | -5.2% | -11.7% | 64.4% | -4.1% | -7.7% | 3.9% | 8.1% | 0.6%
C[C@@H](C(=O)Nc1ccc2ccccc2c1)[C@@H]1C[C@@]1(C)[C@@H](NC(=O)c1ccccc1)c1ccccc1 | -5.8% | -2.0% | 25.1% | -10.5% | -1.6% | -6.4% | 9.7% | -1.7% | 1.2%
COc1ccccc1N1CCN(C2CCCC(C)C2)CC1 (configuration not stated) | 19.8% | 0.3% | -10.4% | -2.3% | -2.3% | 4.1% | 29.2% | -5.4% | 0.3%
Fc1cnc(N2CCOCC2)nc1N1CCOCC1 | 6.4% | 3.5% | 3.7% | -29.6% | 0.7% | 6.1% | 8.4%[20 µM] | · | -0.1%
COc1ccc(Cl)cc1NC(=O)Nc1ccccc1SC | 8.5% | 8.2% | 26.5% | -9.7% | -2.2% | -2.6% | -81.1% | 1.8% | 0.7%
O=Cc1cc(Br)c(OC(=O)N2CCOCC2)c(Br)c1 | 1.4% | -2.7% | 10.9% | -7.1% | 1.7% | 10.2% | 15.9% | -1.3% | 0.0%
SMILES | GPR55 LPI antagonism | GPR35 arrestin U2OS | AID2073 | NOD1 inhibition | HIV fusion peptide | SIAH1 antagonists | KOR beta-arrestin-1 | KOR beta-arrestin-2 | GPR55 beta-arrestin
CC(=O)N1CC=C2C(C#N)=C(N)C(C#N)(C#N)C(C)C2C1 (configuration not stated) | 2.9% | 13.2% | 1.6% | 20.4% | 1.7% | -1.6% | -23.0% | 17.2% | -0.2%
Oc1ccccc1-c1nc2ccccc2nc1-c1ccccc1 | 11.9% | 13.1% | -5.5% | -0.9% | -1.6% | -3.4% | 6.2% | · | 0.2%
CN(C(=O)C1CCOC1)c1nnc(-c2ccccn2)s1 (configuration not stated) | 15.2% | -18.9% | -20.9% | -24.8% | -2.3% | 3.2% | 38.7% | -2.4% | -0.3%
O=C(CCC(=O)OCC(=O)c1ccc(F)cc1)NC1CCCCC1 | -19.6% | -1.1% | -4.9% | -10.1% | 0.6% | -1.3% | 24.6% | -2.6% | -0.1%
C=CCN1C(=O)C(CC(=O)Nc2ccc(OC)cc2)SC1=Nc1ccc(S(N)(=O)=O)cc1 (configuration not stated) | 5.9% | 0.5% | 24.7% | -22.9% | 1.0% | 6.0% | 4.9% | 5.8% | -0.4%
C=CCn1c(SCC(=O)Nc2nncs2)nnc1-c1ccco1 | -5.3% | -5.6% | -4.1% | -16.5% | 1.3% | 0.0% | -20.5% | 2.3% | 0.0%
CC(C)Cn1nc(C(=O)OCC(=O)NCC(F)(F)F)c2ccccc2c1=O | -6.7% | 8.0% | -16.9% | -17.5% | -2.8% | -1.9% | -1.1% | -0.5% | -0.3%
Cc1ccc(C)c(N2CCN(C(=O)CCS(=O)(=O)c3ccc4c(c3)NC(=O)CO4)CC2)c1 | -2.6% | 10.8% | 11.8% | · | -1.9% | -1.7% | -3.3% | -2.8% | 0.1%
COc1cc(C(=O)O)nc(OC)n1 | 10.9% | -5.1% | 5.6% | -38.0% | 1.8% | 5.7% | -11.2% | 2.0% | 0.0%
CC(=O)Nc1sc(C)c(C)c1C(=O)OC(C)C | 10.8% | 9.1% | -4.4% | -9.7% | -1.1% | -0.6% | · | -2.7% | -0.2%
CC(=O)c1cn(CC(=O)Nc2ccccc2F)c2ccccc12 | 8.3% | 1.3% | 9.5% | 14.5% | -0.5% | 4.8% | 13.6%[20 µM] | -3.9% | 0.3%
Nc1ccc(C(=O)NCc2ccccc2)cc1 | -3.3% | 2.6% | -5.8% | -26.2% | -0.7% | -1.2% | -16.9% | -0.6% | -0.2%
COc1ccccc1NC(=O)N1CCOCC1 | -2.5% | -3.7% | 7.8% | -15.9% | 3.4% | 2.0% | -20.0% | 1.5% | -0.1%
O=S(=O)(Nc1cccnc1)c1ccc2c(c1)OCCO2 | 4.5% | -15.9% | 9.5% | -19.1% | -1.9% | -0.3% | 8.0% | -4.7% | 0.2%
COCCNC(=O)CSc1nnc(-c2ccccc2)c(-c2ccccc2)n1 | 2.9% | 4.5% | -5.2% | 3.5% | -2.3% | -4.5% | 11.4% | -2.8% | -0.3%
COC(=O)c1ccccc1NC(=O)C1CCCC1 | 6.4% | 7.5% | -2.2% | -12.1% | -1.1% | -4.5% | -31.7% | 1.4% | 0.2%
COc1ccc2sc(N(CCN(C)C)C(=O)c3ccc4ccccc4c3)nc2c1 | 1.6% | 7.0% | 7.7% | -15.0% | -1.2% | -8.6% | -11.5% | -3.4% | 0.2%
N#C/C(Cn1c[n+](NC(=O)Nc2ccccc2)cn1)=N/O | 19.6% | 10.5% | -0.8% | -3.0% | -2.3% | 4.0% | -36.6% | 2.8% | -0.3%
O=C(O)c1c2c(nc3ccccc13)/C(=C/c1cccc([N+](=O)[O-])c1)CCC2 | -0.4% | 5.8% | 2.5% | -19.9% | 2.3% | 8.8% | 1.3% | -3.3% | -0.1%
COc1ccc(-c2nc(CS(=O)(=O)CC(=O)NC3CCC(C)CC3)c(C)o2)cc1 (configuration not stated) | 3.9% | -2.0% | 9.7% | 28.3% | -2.2% | -6.5% | -11.3% | -4.1% | 0.1%
NNC(=O)C1CC1(c1ccccc1)c1ccccc1 (configuration not stated) | -4.8% | 5.0% | -12.6% | 5.3% | -1.5% | -1.1% | -1.5% | -2.2% | 0.2%
COC(=O)/C(=N\Nc1ccccc1)Sc1nnc(-c2ccc(OC)cc2)n1C | 1.8% | 3.2% | 0.8% | -32.6% | -0.7% | -0.2% | -30.9% | -3.8% | 0.3%
COc1ccc(-n2cnc3sc4c(c3c2=O)CCCC4)cc1 | -6.5% | -11.6% | -9.0% | -46.2% | 1.1% | 0.4% | 5.1% | 3.2% | -0.3%

Part of the list above, with two lines to a compound.
Under each structure – GPR55 LPI antagonism	GPR35 arrestin U2OS	AID2073	NOD1 inhibition	HIV fusion peptide	SIAH1 antagonists	KOR beta-arrestin-1	KOR beta-arrestin-2	GPR55 beta-arrestin
CC(C)Cn1nc(C(=O)OCC(=O)NCC(F)(F)F)c2ccccc2c1=O
    -6.7%	8.0%	-16.9%	-17.5%	-2.8%	-1.9%	-1.1%	-0.5%	-0.3%
Cc1ccc(C)c(N2CCN(C(=O)CCS(=O)(=O)c3ccc4c(c3)NC(=O)CO4)CC2)c1
    -2.6%	10.8%	11.8%	·	-1.9%	-1.7%	-3.3%	-2.8%	0.1%

Some of the compounds tested. The share of hits here may be higher or lower than overall.
